yeast mlh1 rad18: NCI yeast anticancer drug screen, S. cerevisiae mlh1 rad18 strain; % growth inhibition at 50 µM; 79,000 compounds, 11% hits; AID 175, 2004;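 further: 0% = growth of vehicle-only cultures of the same strain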
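Genetically defined yeast (DNA repair-deficient) exposed to compounds; growth inhibition determined relative to vehicle.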
sgs1 mgt1: NCI yeast anticancer drug screen, S. cerevisiae sgs1 mgt1 strain; growth inhibition, % at 50 µM; 78,000 compounds, 10% hits; AID 161, 2004;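 further: 0% = growth of vehicle-only cultures of the same strain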
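Test agents were incubated with a DNA-repair-mutant yeast strain. Growth was then read and compared against vehicle-treated controls.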
cln2 rad14: NCI yeast anticancer drug screen, S. cerevisiae cln2 rad14 strain; % growth inhibition at 50 µM; 78,000 compounds, 8.3% hits; AID 165, 2004;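 further: 0% = growth of vehicle-only cultures of the same strain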
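Yeast strain cln2 rad14, bearing defects in cell cycle control and DNA repair, serves as the test system; values reflect growth inhibition compared with vehicle.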
yeast bub3: NCI yeast anticancer drug screen, S. cerevisiae bub3 mutant strain | AID 167, 2004 | growth inhibition, % at 50 µM | 78,000 compounds, 9.9% hits;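 further: 0% = growth of vehicle-only cultures of the same strain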
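Growth of a checkpoint-deficient yeast mutant is measured after compound exposure. Values represent inhibition relative to vehicle.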
rad50: NCI yeast anticancer drug screen, S. cerevisiae rad50 strain; % growth inhibition at 50 µM; 79,000 compounds, 10% hits;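 further: 0% = growth of vehicle-only cultures of the same strain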
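DNA repair mutant yeast, compound exposure, growth read-out; inhibition is taken relative to vehicle.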
mec2-1: NCI yeast anticancer drug screen, S. cerevisiae mec2-1 strain; growth inhibition, % at 50 µM; 79,000 compounds, 9% hits;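 further: 0% = growth of vehicle-only cultures of the same strain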
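Using mec2-1 yeast: add compound, measure growth, express inhibition versus vehicle-treated cultures.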
* = called active by the depositor; . = not tested or not shown; & = joins results of further samples; ! = repeats disagree. No stated cut-off is given here; in the data, active means growth inhibition above about 70%; inactive means the rest.

SMILES	yeast mlh1 rad18	sgs1 mgt1	cln2 rad14	yeast bub3	rad50	mec2-1
COc1ccccc1/C=N/N=C(/N)N[N+](=O)[O-]	-1	-14	-36	3	-8	-7
CC1([CH2][Hg][I])CS(=O)(=O)CC(C)([CH2][Hg][I])O1 (stereo not drawn)	96*	97*	96*	98*	96*	98*
CN(C)c1ccc(C=O)cc1.[C-]#[O+].[C-]#[O+].[C-]#[O+].[Cr]	-39	-58	1	-18	-66	-35
COc1ccc(-c2c[se]c(=S)s2)cc1	11	-7	-34	4	24	11
O=S(=O)(O)C1CCC(O)C2[N-]CCCC21.O=S(=O)(O)C1CCC(O)C2[N-]CCCC21.[Zn+2] (stereo not drawn)	5	6	26	-11	2	1
CCOC(=O)C1([Se]c2ccccc2)CCCC1=O (stereo not drawn)	77*	84*	73*	81*	84*	72*
O=C(Nc1cccc(F)c1)c1c(O)[nH]c(=S)[nH]c1=O	40	38	11	21	26	14
Oc1ccc(Cl)cc1Sc1cc(Cl)ccc1O	99*	100*	99*	100*	100*!	100*
CC1(C)OP(=O)(O)C=C1[Se]c1ccccc1	27	24	5	-3	19	11
C[N+]1(C)CCCC1c1cccnc1 (stereo not drawn)	30	-2	-15	14	43	7
NC(=O)OCC(O)c1ccccc1 (stereo not drawn)	2	-23	-28	-20	-12	10
Sc1ccccc1.[Ag]	98*	99*	98*	98*	98*	99*
c1nc(N2CC2)c2cnn(C3CCCCO3)c2n1 (stereo not drawn)	-2	-16	-22	-29	-6	1
c1ccc(C(c2ccccc2)c2cccnc2)cc1	91*	92*	89*	92*	89*	91*
C(=C\C1CC2CCCN2O1)/c1ccccc1 (stereo not drawn)	11	15	-23	2	40	-20

By substructure: those above with a carbonyl joined to an NH by a bond outside any ring (2)
SMILES	yeast mlh1 rad18	sgs1 mgt1	cln2 rad14	yeast bub3	rad50	mec2-1
O=C(Nc1cccc(F)c1)c1c(O)[nH]c(=S)[nH]c1=O	40	38	11	21	26	14
NC(=O)OCC(O)c1ccccc1 (stereo not drawn)	2	-23	-28	-20	-12	10

3 compounds from above, reduced to yeast mlh1 rad18, sgs1 mgt1 and yeast bub3.
Compound	yeast mlh1 rad18	sgs1 mgt1	yeast bub3
CC1([CH2][Hg][I])CS(=O)(=O)CC(C)([CH2][Hg][I])O1 (stereo not drawn)	96*	97*	98*
CN(C)c1ccc(C=O)cc1.[C-]#[O+].[C-]#[O+].[C-]#[O+].[Cr]	-39	-58	-18
COc1ccc(-c2c[se]c(=S)s2)cc1	11	-7	4

Carrying on:
SMILES	yeast mlh1 rad18	sgs1 mgt1	cln2 rad14	yeast bub3	rad50	mec2-1
O=S(O)(O)=S.[Co+3].[NH-]CC[NH-].[NH-]CC[NH-].[NH2-].[NH2-]	7	2	-19	15	-8	-7
CC(=O)O/C=C(/C=C/OC(C)=O)C(C/C=C(\C)C#CC=C(C)C)OC(C)=O (stereo not drawn)	0	1	-2	6	5	-14
Nc1ccccc1C(=O)c1ccccc1	76*	38	3	47	76*	11
NC(=O)C[CH2][Sn]([Cl])([Cl])[CH2]CC(N)=O	-7	4	5	8	-6	-6
CCCC(C)c1ccc(OP(=O)(CC(C)CC(C)(C)C)Oc2ccc(C(C)CCC)cc2)cc1 (stereo not drawn) (tested in a mixture with another compound)	-4	-24	-4	0	-1	4
CC1(C)NC(=S)C(C)(C)N1N=O	-16	-14	5	-40	-32	-48
CO[C@H](C)[C@](O)(C(=O)OCC1=CCN2CC[C@@H](O)[C@H]12)C(C)C	-14	-9	1	-24	-11	-38
COc1ccc2c(c1)C1(C=N2)CCN(C(C)=O)CC1	-25	-16	17	-10	3	-17
CC(=O)C(CN1CCCCC1)C(c1ccccc1)c1c(O)c2ccccc2oc1=O (stereo not drawn)	10	9	26	33	7	-9
COc1ccc(CC2C3=C(CCCC3)CCN2C)cc1 (stereo not drawn)	-26	29	22	18	45	22
CC(=O)O[C@H]1CC[C@]2(C)C3=C([C@@H](OO)C[C@H]2C1(C)C)[C@]1(C)CC[C@H]([C@H](C)CCCC(C)C)[C@@]1(C)CC3	25	15	21	8	13	4
Cc1cc(OC(=O)N(C)C)nc(SCC(=O)c2ccc(Cl)cc2)n1	-7	11	9	-10	-4	-31
CC1(C)N=C(N)N=C(N)N1c1ccc(OCCCOc2ccc(S(=O)(=O)F)cc2)cc1	84*	89*	-8	32	35	73*
Cc1cc(CCN)c(C)c2c1sc1ccccc12	100*	100*	89*	95*	100*	94*
COc1cc2c(cc1OC)C13CCN4C=C5CCOC6CC(=O)N2C1C6C5CC43 (stereo not drawn)	17	-13	2	-60	-25	-9
CC1CCOC1=O (stereo not drawn)	0	15	9	-1	-3	-4
CCOP(=O)(OCC)OP(=O)(OCC)OCC	-13	-43	-10	-49	-9	-30
NC(=Nc1ccccc1)NNC=O	9	3	45	-2	11	46
COC1CC(CC2CCC(C)C(C(C)C(=O)O)O2)OC2(OC(C)(C3CCC(C)(C4OC(C5OC(O)(CO)C(C)CC5C)CC4C)O3)CC2C)C1C (stereo not drawn)	88*	89*	84*	86*	85*	90*
c1ccc2c(c1)[nH]c1c2cc[n+]2cc3c(cc12)CCCC3	86*	92*	83*	91*	92*	92*
Cc1nc(C)c(N2CCNCC2)c(=O)[nH]1	-35	16	14	21	-15	16
Cc1c(N=Nc2ccccc2)c(=O)n(S(=O)(=O)c2cccc(S(=O)(=O)F)c2)n1-c1ccccc1	-27	-18	20	-17	-36	-40
O.O=[N+]([O-])O.[NH2-].[NH2-].[Pt+2]	31	9	15	5	23	20
CC1OCN2CCCCC12 (stereo not drawn)	-27	-33	-8	-25	-26	-13
S=C=Nc1cccc(Cl)c1	79*	89*	80*	85*	85*	86*
COc1ccc2c(c1O)C1=CC(=O)CCC13CCN(C)C3C2 (stereo not drawn)	1&1	19&8	8&3	2&8	4&-6	-23&-7
c1ccc2cc3n[se]nc3cc2c1	76*	45	-2	57	98*	39
CC(C)(C)C1CNP(=O)(c2ccccc2)OC1 (stereo not drawn)	-16	-31	0	2	-8	4
O=C(O)CN(CCN(CC(=O)O)CC(=O)O)CC(=O)O.[Co+2]	7	13	19	16	0	-4
CCN1CCC(O)(c2ccc(C)cc2)C(C(=O)c2ccc(C)cc2)C1 (stereo not drawn)	51	44	4	31	42	12

Retrieved one by one from the list above (4):
SMILES	yeast mlh1 rad18	sgs1 mgt1	cln2 rad14	yeast bub3	rad50	mec2-1
c1nc(N2CC2)c2cnn(C3CCCCO3)c2n1 (stereo not drawn)	-2	-16	-22	-29	-6	1
Cc1cc(CCN)c(C)c2c1sc1ccccc12	100*	100*	89*	95*	100*	94*
Sc1ccccc1.[Ag]	98*	99*	98*	98*	98*	99*
CC1(C)NC(=S)C(C)(C)N1N=O	-16	-14	5	-40	-32	-48

Next results follow:
SMILES	yeast mlh1 rad18	sgs1 mgt1	cln2 rad14	yeast bub3	rad50	mec2-1
CC(C)CCC[C@@H](C)[C@H]1CC[C@H]2[C@@H]3CC[C@H]4C[C@H]5N[C@H]5C[C@]4(C)[C@H]3CC[C@]12C	0	5	-4	-10	11	-22
CCCCCCCC1(C)C(=O)NC(=O)NC1=O	26	0	23	34	35	11
O=c1c(O)c(-c2ccccc2)oc2ccccc12.[Zr]	-8	-8	18	22	-22	-7
c1ccc(N=NNc2ccccc2)cc1	51	24	-11	0	32	-5
Cc1ccc(N)c(N)c1	8&19	-3&9	32&10	-8&8	7&19	-4&-5
CN(C)C(=O)C1(c2ccccc2)CCNCC1	-4	3	1	1	19	-2
CC1=CC2OC3CC4OC(=O)/C=C/C=C/C(=O)OCCC(C)C(O)C(=O)OCC2(CC1O)C4(C)C31CO1 (stereo not drawn)	91*	93*	92*	92*	92*	93*
O=C1NC(=O)C2(CCOCC2)C(=O)N1	0	-19	-18	-18	-5	3
CC(Cl)CC(=O)OCC1CCCN2CCCCC12 (stereo not drawn)	40	24	42	45	55	33
CCOC(=O)C1=C(C)/C(=C/c2[n-]c(C)c(C(=O)OCC)c2C)N=C1C.CCOC(=O)C1=C(C)/C(=C/c2[n-]c(C)c(C(=O)OCC)c2C)N=C1C.[Zn+2]	98*	99*	98*	99*	99*	99*
CCC1CN2CCC3(C(=O)Nc4ccccc43)C2CC1/C(=C/OC)C(=O)OC (stereo not drawn)	12	8	3	14	-2	-12
CC1=NC2=Nc3cc[n+](C4OC(CO)C(O)C4O)c(=O)n3CC2=CN1C (stereo not drawn)	-16	-32	-52	1	-44	-34
NNC(N)Nc1ccccc1 (stereo not drawn)	12	1	13	7	4	18
O=C(O)Cc1ccccc1	8&16&-52	-4&3&-19	4&-20&13	-2&-21&-27	-8&13&-13	14&4&29
CCOC(=O)c1ccc(CCl)o1	13	1	10	5	-1	-12
CN(C)c1c2c(=O)n(C)c(=O)n(C)c2nc2cccc[n+]12	12	-5	3	6	22	23
CCC[CH2][Sn]([CH2]CCC)[CH2]CCC.CCC[CH2][Sn]([CH2]CCC)[CH2]CCC	99*	100*	99*	100*	99*	100*
COc1cc(C2c3cc4c(cc3OC(N3CCOCC3)C2C)OCO4)cc(OC)c1OC (stereo not drawn)	1	-1	4	13	-13	-3
c1cc2c(cc1NC1=NCCO1)CCCC2	-41	-6	16	-23	-37	-30
CC(=O)C1CCC2C3CC=C4CC(OOS(=O)c5ccc(C)cc5)CCC4(C)C3CCC12C (stereo not drawn)	24	46	-31	22	43	20
COC(=O)C1=C(C(=O)OC)C2(OC(C)=O)c3ccccc3-c3ccccc3C12 (stereo not drawn)	91*	92*	90*	90*	90*	94*
CC(C)c1c(O)c(O)c2c(c1O)C(=O)C(O)=C1C(C)(C)CCC[C@@]12C	80*	89*	86*	85*	87*	89*
Cc1cccc(CCl)c1	-23	-23	0	-41	-7	-46
CC1(O)CCC(O)CC1CC(=O)O (stereo not drawn)	11	9	22	0	12	8
O=c1c2ccc(Cl)cc2[nH]c(=S)n1-c1ccc(Cl)cc1	11	.	.	.	10	-9
O=C1C=CC(=O)c2c(O)cccc21	29	38	15	41	27	13
CN(N)/N=N/c1nc[nH]c1C(N)=O	-2	9	-15	-21	-14	-15
Cc1cc(S(=O)(=O)F)ccc1NC(=O)/C=C/c1ccc([N+](=O)[O-])cc1	-8	1	1	21	9	4
CC[C@@H](C)C(=O)O[C@H]1[C@H](O)[C@H]2[C@@H](CN3C[C@@H](C)CC[C@H]3[C@@]2(C)O)[C@@H]2C[C@]34O[C@]5(O)[C@@H](OC(=O)[C@@](C)(O)CC)CC[C@@]3(C)[C@@H]5[C@@H](OC(C)=O)[C@@H](OC(C)=O)[C@H]4[C@@]21O	7	1	-4	9	12	-15
CC(=O)C1(c2ccccc2)CCNCC1	-3	11	12	-4	-1	-13
ClC1=C(Cl)C2(Cl)C(Cl)CC1(Cl)C2(Cl)Cl (stereo not drawn)	84*	68	70*	1	62	40
CC(=O)C1CCC2C3CCC4=CC(=[N+]5CCCCC5)CCC4(C)C3CCC12C (stereo not drawn)	96*	98*	92*	94*	95*	96*
CC1(C)CCC[N+]1(C)CCC(C(N)=O)(c1ccccc1)c1ccccc1 (stereo not drawn)	3	7	4	9	13	5
CCC(C)N1CN(c2ccccc2)C2(CCN(CC3COc4ccccc4O3)CC2)C1=O (stereo not drawn)	13	18	9	67	-5	4
CCc1ccc2[nH]cc(CN(C)C)c2c1	20	13	20	5	14	-25
O[C@H]1[C@H](O)[C@H](O)CN2CCC[C@@H](O)[C@H]12	-68	-10	-5	11	-16	-5
COc1cc2ccnc(C3(OC(=O)c4ccccc4)CCN(CCc4ccccc4)CC3)c2cc1OC	-1	-22	-17	3	-1	-7
O=[N+]([O-])c1cccc2cc3cccc[n+]3cc12	27	27	-25	9	53	-3
Cc1ccccc1C(=O)CN	13	-4	81*	-13	16	-6

Assay outcomes: PubChem BioAssay, NCI

This is a subset; rates above refer to the full screens.
